High-throughput results: PubChem BioAssay, several laboratories
HTR5A ag: activates human HTR5A in OPRM1-OPRD1 agonist counter-screen; hit rate 0.61% among 340,000; P47898; AID 504692; activation, % at 9.3 µM; HTR5A agonist assay, luminescence, cell-based; in the data active means activation mostly above about 9.5%, no sharp cut-off; inactive means mostly below about 7.6%;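 further: 0% = cells with vehicle only and 100% = reference agonist; strong numbers were not always called active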
PfHsp90 set2: growth inhibition of yeast expressing Plasmodium Hsp90. S. cerevisiae expressing PfHsp90, BacTiter-Glo ATP, 48 h; yeast lacking PDR1 and PDR3 efflux regulators. inhibition, % at 9.4 µM. hit rate 0.32% among 310,000. AID 504621;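 active means every replicate shows inhibition above about 80%, whatever the replicate mean, limit read from the data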;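 further: 0% = DMSO neutral controls and 100% = 20 µM radicicol positive controls; yeast relying on Plasmodium falciparum Hsp90 in place of its own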
OPRM1-OPRD1 inv: inverse agonists of human mu-delta opioid receptor heterodimerization. inhibition, % at 9.3 µM. hit rate 0.21% among 340,000. P35372+P41143. AID 504357. cell-based MOR-DOR heterodimer luminescence, inverse agonism; in the data active means inhibition above about 22%, passing the limit was not always enough;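 further: 0% = cells with DMSO and 100% = wells without cells with DMSO; values of inactives mirror those of a sister screen read the other way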
HTR5A inv ag: HTR5A inverse agonism, opioid heterodimer counter-screen; P47898; HTR5A cell line, luminescence; inhibition, % at 9.3 µM; hit rate 0.083% among 340,000; in the data active means inhibition mostly above about 23%, no sharp cut-off; inactive means mostly below about 18%;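 further: 0% = cells with DMSO and 100% = no-cell wells with DMSO; some compounds called inactive have numbers as strong as hits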
Mot1-301 SUMO: SUMOylation pathway inhibition by Mot1-301 growth rescue; S. cerevisiae Mot1-301 growth rescue, ATP luminescence, 38.5C; percent above DMSO median, 100 means doubled; hit rate 1% among 320,000; growth rescue, % at 18.8 µM;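 active means every valid replicate shows activation above 250% relative to neutral control wells; inactive means the rest, any valid replicate at or below 250%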;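 further: OY570 slx delta 5 strain wells were the positive control but not used for scaling; some compounds called inactive have numbers as strong as hits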
Pemphigus Ab inh: blocks pemphigus antibody binding to human desmoglein-3; P32926; DSG3-coupled beads, scFv-anti-DSG3-GFP binding, flow cytometry; stronger effect = lower value; binding (percent of control), % at 10 µM; hit rate 0.48% among 310,000; AID 588358;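 active means binding more than 3 SD below its plate's average and above zero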; further: some compounds called inactive have numbers as strong as hits
Target sequence (P32926 whole entry, looked up): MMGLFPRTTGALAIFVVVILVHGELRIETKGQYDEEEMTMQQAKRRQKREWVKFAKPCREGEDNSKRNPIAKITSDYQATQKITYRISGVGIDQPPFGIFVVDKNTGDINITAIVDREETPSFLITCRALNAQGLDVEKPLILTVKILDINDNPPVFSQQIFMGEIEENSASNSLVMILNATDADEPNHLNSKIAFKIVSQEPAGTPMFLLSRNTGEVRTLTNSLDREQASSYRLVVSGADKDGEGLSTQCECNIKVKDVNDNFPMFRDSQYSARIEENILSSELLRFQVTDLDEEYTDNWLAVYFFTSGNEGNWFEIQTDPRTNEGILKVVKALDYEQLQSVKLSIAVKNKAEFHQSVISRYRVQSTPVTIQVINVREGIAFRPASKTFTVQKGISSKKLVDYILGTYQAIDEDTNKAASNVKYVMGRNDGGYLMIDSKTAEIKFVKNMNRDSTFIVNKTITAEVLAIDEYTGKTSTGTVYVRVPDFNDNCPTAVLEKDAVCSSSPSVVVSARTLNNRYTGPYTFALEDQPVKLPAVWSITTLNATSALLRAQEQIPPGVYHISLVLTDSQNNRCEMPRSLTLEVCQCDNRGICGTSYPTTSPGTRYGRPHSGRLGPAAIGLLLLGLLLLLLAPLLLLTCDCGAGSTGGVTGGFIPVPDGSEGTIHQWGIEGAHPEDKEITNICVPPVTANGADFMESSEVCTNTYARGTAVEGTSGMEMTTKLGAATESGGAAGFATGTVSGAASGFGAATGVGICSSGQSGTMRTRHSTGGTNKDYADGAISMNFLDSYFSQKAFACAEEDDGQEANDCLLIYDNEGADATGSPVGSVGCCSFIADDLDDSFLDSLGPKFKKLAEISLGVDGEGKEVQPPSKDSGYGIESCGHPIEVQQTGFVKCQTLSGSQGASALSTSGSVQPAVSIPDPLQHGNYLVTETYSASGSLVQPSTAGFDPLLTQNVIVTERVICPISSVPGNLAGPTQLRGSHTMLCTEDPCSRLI
AddAB inh: less growth of phage-infected E. coli with AddAB; AID 435030; E. coli expressing H. pylori AddAB, absorbance growth; inhibition, % at 11.9 µM; hit rate 0.29% among 330,000; in the data active means inhibition above about 12%;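 further: 0% = vehicle wells of infected cells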
phage Ecoli inh: E. coli growth loss with phage present | growth absorbance | inhibition, % at 11.9 µM | hit rate 0.26% among 360,000; in the data active means inhibition above about 11%
Ecoli viability: bacterial growth inhibition, counter-screen for AddAB inhibitors; E. coli V3065 growth, OD600 absorbance, 18 h; inhibition, % at 11.9 µM; hit rate 0.27% among 330,000;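 active means inhibition above the campaign's mean inhibition across all tested compounds plus 3 SD, cut at about 9.9% in these data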;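 further: uninfected addAB+ strain grown without phage in ampicillin broth; 0% = DMSO wells and 100% = ciprofloxacin 0.95 µg/ml wells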
OPRM1-OPRD1 ag: agonists of human mu-delta opioid receptor heterodimerization; activation, % at 9.3 µM; AID 504326; P35372+P41143; cells, OPRM1-OPRD1 heterodimerization, luminescence; hit rate 0.3% among 340,000; in the data active means activation above about 18%;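 further: 0% = vehicle-treated cells and 100% = reference agonist; values of inactives mirror those of a sister screen read the other way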
PKA-R1A activ: PKA-R1A complex activation | P00514+P68181 | PKA-R1A dissociation, Cy5-IP20 fluorescence polarization; scaled: DMSO 0%, 113 µM cGMP 100% | activation, % at 11.4 µM | hit rate 0.083% among 340,000 | AID 504707;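 active means percent activation above the mean of all tested compounds plus 3 SD, cut at about 19% in these data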;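 further: higher means more PKAc released from R1A so a rise in polarization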
Numbers without * were called inactive; x = no result given.

SMILES	HTR5A ag	PfHsp90 set2	OPRM1-OPRD1 inv	HTR5A inv ag	Mot1-301 SUMO	Pemphigus Ab inh	AddAB inh	phage Ecoli inh	Ecoli viability	OPRM1-OPRD1 ag	PKA-R1A activ
Cc1ccnc(NC2OC(=O)c3ccccc32)c1 (centres undefined)	-3	-20	4	6	-18	104	3.2	2.6	1.0	-0.7	-7
CC(C)=CCN1CCN(Cc2nc(-c3ccc(F)cc3)cs2)CC1CCO (centres undefined)	-1	-3	-3	-19	x	100	-1.0	1.7	-2.4	0.7	1
Cc1ccc2cc(C#N)c(N3CCN(C)CC3)nc2c1	14	5	5	-37	34	x	2.4	3.9	0.7	-0.9	0
O=C(NNC(=O)c1cc(Br)c(Br)s1)c1ccncc1	-1	-19	7	3	-18	x	0.4	1.8	0.3	-1.7	-10
O=C(CC1SCCNC1=O)Nc1cccc(Cl)c1 (centres undefined)	-4	-2	4	3	283	x	-0.7	3.4	-0.9	-0.7	0
Cc1c(O)cc2n(c1=O)-c1ccccc1C2(C)C	0	0	15	-1	-10	108	1.3	2.1	3.0	-2.8	-10
COc1cc(C(c2oc(CO)cc(=O)c2O)c2oc(CO)cc(=O)c2O)cc(OC)c1OC	-7	-2	11	17	0	99	0.7	3.7	1.9	-2.1	-4
Cc1sc2ncn(CC(=O)N(C)C3CCCCC3)c(=O)c2c1C	0	5	-5	1	-10	102	1.1	4.5	0.1	0.7	-21
O=C(c1cccs1)N1CCN(Cc2ccccc2)CC1	-1	-3	-1	-5	-11	80	-0.7	4.1	0.3	0.2	-1
C/C(=N\NC(=S)NCc1ccccc1)c1ccco1	-1	-11	5	4	-14	100	-5.4	-2.3	-2.6	-1.1	4
Cc1ccc(-c2ccc(/C=N\NC(=O)c3cc4c(ccc5ccccc54)o3)o2)cc1[N+](=O)[O-]	0	-6	0	-2	8	94	-0.6	2.5	-1.5	0.0	-5
COc1ccc(N(C)C(=O)c2cc3c(Cl)nc4ccccc4c3s2)cc1	-2	-72	4	6	-11	98	6.0	4.3	-0.7	-0.6	1
CCCN1CCC(=NNC(=O)CSc2cc(C)c(Br)cc2C)CC1	-2	-4	-2	6	2	103	3.5	-0.8	1.5	0.4	6
Cc1cc(C)c(NC(=O)CCc2c(C)noc2C)c(C)c1	-9	-2	6	21	7	109	0.9	1.8	-0.7	-1.5	-3
CC(C)CN(C(=O)c1cccc(S(=O)(=O)N2CCCCC2)c1)C1CCS(=O)(=O)C1 (centres undefined)	1	31	7	-2	6	99	1.1	0.2	0.6	-1.4	4
O=C(OCC#CCSc1nnc(-c2cccc3ccccc23)o1)c1cccs1	0	-21	-2	-3	2	x	2.0	0.1	2.8	0.4	-13
CC(C)NC(=O)c1ccc(CN2CCC(Cc3ccccc3)CC2)cc1	2	-22	6	-8	76	126	6.0	3.1	-1.9	-1.2	-3
Cc1nnc2c(N3CCN(CCO)CC3)nc3ccccc3n12	1	7	9	-3	-15	93	2.9	2.8	-0.9	-1.8	-2
NC(=O)c1cc(S(=O)(=O)NC2CCCCC2)co1	2	x	-2	-4	1	104	2.4	5.2	1.9	0.5	7
COCC1CCN(C(=O)c2ccc(OC3CCN(Cc4ccccn4)CC3)cc2)C1 (centres undefined)	0	18	18	-2	0	104	-1.5	1.9	-0.6	-3.4	-6
Cc1c(NC(=O)C(C)Sc2n[nH]c(N)n2)c(=O)n(-c2ccccc2)n1C (centres undefined)	-1	4	15	3	1	104	0.7	0.0	-2.0	-3.4	-12
COC(=O)c1cc(OC)c(OC)cc1NC(=O)Cn1nnc(-c2ccccc2Cl)n1	4	-8	12	4	19	x	1.5	-0.5	-0.5	-2.2	-9
Cc1cc(C)nc(NC2=NCC(=O)N2c2cccc(Cl)c2)n1	6	x	11	-12	6	100	2.1	2.8	1.6	-1.8	2
CSc1ccc(C(=O)C2CCCN(C(=O)Cn3cnnn3)C2)cc1 (centres undefined)	1	6	5	22	-16	108	3.4	-0.6	1.7	-1.7	0
COc1ccc(N(C(=O)c2snc(C(N)=O)c2N)C(C(=O)NCc2ccc(F)cc2)c2ccc(C)o2)c(OC)c1 (centres undefined)	-3	10	5	3	-12	x	3.3	0.6	-1.8	-0.7	-5
Cc1nc2ccccc2c(=O)n1NC(=O)c1ccccc1Cl	-7	4	0	19	10	100	0.0	0.8	0.7	0.0	1
CC(CC(F)(F)F)N1CCC(n2nccc2NC(=O)CCOc2ccccc2)CC1 (centres undefined)	-1	-6	-4	3	-8	109	-1.1	1.1	0.4	0.7	3
COc1ccc(OCCCC(=O)OCC(=O)Nc2ccc(Cl)cn2)cc1	3	x	7	-6	-14	104	-0.7	0.9	-1.5	-1.4	3
Cc1cccc(C(=O)OCC(=O)Nc2nccs2)c1	0	11	0	7	2	105	-3.1	4.5	-2.3	0.1	-6
c1ccc(Cn2ncc3c(N4CCN(C(c5ccccc5)c5ccccc5)CC4)ncnc32)cc1	1	20	-3	24	-7	115	2.3	1.1	-1.0	0.6	2
COCCCNC(=O)CCc1ccccc1	3	-3	15	-9	233	110	3.5	3.0	0.1	-3.0	-2
CC(=O)Nc1ccc(S(=O)(=O)Nc2ccc3nc(C)sc3c2)cc1	-1	21	8	5	-9	117	-0.4	4.4	0.8	-1.6	-1
COc1cccc(C(NC(=O)c2ccccc2F)NC(=O)c2ccccc2F)c1	3	x	17	-21	37	x	0.3	-1.1	0.1	-2.9	-13
CCc1ccc(C(=O)C(C)OC(=O)c2nn(C)c(=O)c3ccccc23)cc1 (centres undefined)	-2	5	2	5	118	100	0.8	1.3	-0.3	-0.3	-5
O=C(N(c1ccccn1)c1ccccn1)C12CC3CC(CC(Cl)(C3)C1)C2	-1	x	6	2	-10	111	0.0	0.5	-0.9	-1.3	9
Cc1nn(C)cc1C(=O)Nc1c(C)nn(Cc2ccccc2Cl)c1C	0	15	15	22	17	116	-0.7	2.2	-2.2	-2.8	2

Retrieved one by one from above (2):
SMILES	HTR5A ag	PfHsp90 set2	OPRM1-OPRD1 inv	HTR5A inv ag	Mot1-301 SUMO	Pemphigus Ab inh	AddAB inh	phage Ecoli inh	Ecoli viability	OPRM1-OPRD1 ag	PKA-R1A activ
Cc1cccc(C(=O)OCC(=O)Nc2nccs2)c1	0	11	0	7	2	105	-3.1	4.5	-2.3	0.1	-6
CC(CC(F)(F)F)N1CCC(n2nccc2NC(=O)CCOc2ccccc2)CC1 (centres undefined)	-1	-6	-4	3	-8	109	-1.1	1.1	0.4	0.7	3

Later entries.
SMILES	HTR5A ag	PfHsp90 set2	OPRM1-OPRD1 inv	HTR5A inv ag	Mot1-301 SUMO	Pemphigus Ab inh	AddAB inh	phage Ecoli inh	Ecoli viability	OPRM1-OPRD1 ag	PKA-R1A activ
O=C(COc1ccc(Cl)cc1)NCCc1ccccn1	-1	x	11	3	18	122	-0.4	1.8	-1.7	-2.2	-13
O=C(CN1C(=O)NC2(CCc3ccccc32)C1=O)NCc1ccccc1Cl (centres undefined)	1	-23	11	-2	-6	x	-1.1	2.3	0.5	-2.8	-2
Cc1ccc(/C(N)=N/OC(=O)CCC2CCCCC2)cc1	2	x	10	-5	4	105	2.8	3.0	-0.2	-2.0	-2
COc1cccc(NC(=S)NCc2ccncc2)c1	0	1	6	-16	11	x	1.1	2.2	-0.2	-1.2	-8
COc1ccc(N(C(=O)c2cc3ccccc3oc2=O)C2C=CS(=O)(=O)C2)c(OC)c1 (centres undefined)	3	-13	18	-8	5	101	-1.9	1.5	0.2	-3.6	12
O=C(CNc1cccc2ccccc12)N/N=C/c1ccc([N+](=O)[O-])cc1	0	12	-82	-1	2	94	-0.6	2.5	-1.1	17	-3
Cc1ncsc1CCOC(=O)c1ccc([N+](=O)[O-])cc1	-1	-18	-7	-7	-5	117	-4.8	0.2	-1.2	1.3	-3
COc1cc(/C=N/Nc2ncnc3sc4c(c23)CCC4)ccc1O	-1	1	-17	4	x	84	x	3.9	x	2.7	-5
COc1ccc(CN2CCC(C(=O)N3CCN(c4ccccc4F)CC3)CC2)cc1OC	2	x	-11	-13	404	105	0.1	0.3	-0.6	1.8	-6
CC(C)(C)C1CCC2(CC1)C(Nc1cccc(C(F)(F)F)c1)=NC(=S)N2CC#N (centres undefined)	-2	x	-4	-10	18	102	0.8	2.9	-2.9	0.8	8
CCn1ccnc1CNC(=O)CC1C(=O)NCCN1CC(c1ccccc1)c1ccccc1 (centres undefined)	-1	-9	11	2	9	100	2.2	3.5	-3.7	-2.2	1
Cc1ccc(S(=O)(=O)c2c(C(=O)c3ccccc3)cnc3cc4c(cc23)OCCO4)cc1	3	19	8	-10	2	93	2.5	1.3	1.2	-1.5	-1

Of the compounds above, these have a nitro group on carbon.
SMILES	HTR5A ag	PfHsp90 set2	OPRM1-OPRD1 inv	HTR5A inv ag	Mot1-301 SUMO	Pemphigus Ab inh	AddAB inh	phage Ecoli inh	Ecoli viability	OPRM1-OPRD1 ag	PKA-R1A activ
Cc1ccc(-c2ccc(/C=N\NC(=O)c3cc4c(ccc5ccccc54)o3)o2)cc1[N+](=O)[O-]	0	-6	0	-2	8	94	-0.6	2.5	-1.5	0.0	-5
O=C(CNc1cccc2ccccc12)N/N=C/c1ccc([N+](=O)[O-])cc1	0	12	-82	-1	2	94	-0.6	2.5	-1.1	17	-3
Cc1ncsc1CCOC(=O)c1ccc([N+](=O)[O-])cc1	-1	-18	-7	-7	-5	117	-4.8	0.2	-1.2	1.3	-3

Single values from the list:
In Pemphigus Ab inh, COc1cc(/C=N/Nc2ncnc3sc4c(c23)CCC4)ccc1O has the entry 84
In HTR5A ag, O=C(COc1ccc(Cl)cc1)NCCc1ccccn1 has the entry -1
In AddAB inh, Cc1ccc(/C(N)=N/OC(=O)CCC2CCCCC2)cc1 has the entry 2.8
In HTR5A inv ag, COc1cccc(NC(=S)NCc2ccncc2)c1 has the entry -16
In Ecoli viability, CCn1ccnc1CNC(=O)CC1C(=O)NCCN1CC(c1ccccc1)c1ccccc1 (centres undefined) has the entry -3.7

Other structures:
SMILES	HTR5A ag	PfHsp90 set2	OPRM1-OPRD1 inv	HTR5A inv ag	Mot1-301 SUMO	Pemphigus Ab inh	AddAB inh	phage Ecoli inh	Ecoli viability	OPRM1-OPRD1 ag	PKA-R1A activ
O=C(CN1CCN(C(=O)C2CCCO2)CC1)Nc1ccc(Cl)c(Cl)c1 (centres undefined)	-4	-19	13	-17	8	100	0.4	0.1	2.0	-1.9	-1
COc1ccc(/C=C2\CCC(C3CCCC3)C2=O)cc1Cn1nc(C)cc1C (centres undefined)	2	-11	4	-6	-8	99	1.6	2.9	0.2	-0.7	7
COc1cc2c(cc1OC)CN(C(=O)c1ccc3[nH]c(C)c(C)c3c1)CC2	5	-11	5	9	-10	102	1.0	1.5	-3.7	-0.9	-2
CCc1ccc(N2CC(C(=O)NCCC3=CCCCC3)CC2=O)cc1 (centres undefined)	3	-14	10	-15	-12	107	-1.6	2.0	-0.8	-1.8	6
O=C(CN1CCC(NC(=O)c2cccc(F)c2)CC1)Nc1ccc(Br)cc1	0	8	10	29	138	113	x	3.3	x	-1.8	4
COc1ccc(OC)c(S(=O)(=O)NCC(=O)NC2CCCc3ccccc32)c1 (centres undefined)	-3	x	9	7	x	104	x	1.9	x	-1.7	3
